Screening data deposited in PubChem BioAssay by several laboratories.
PKA-R2B activ: activates the human PKA-R2B holoenzyme complex. PKA-R2B holoenzyme dissociation, Cy5-IP20 fluorescence polarization; R2B truncated from residue 108, S112A mutant; 0% DMSO only, 100% 113 µM cGMP. activation, % at 11.4 µM. hit rate 0.079% among 340,000. P22694+P31323;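 active means activation above a cutoff set at the mean over all compounds plus 3 SD, cut at about 18% in these data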;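 further: higher means more holoenzyme dissociation and a rise in polarization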
Target sequence (P31323 whole entry, looked up, other chains not shown, the tested form may be a part): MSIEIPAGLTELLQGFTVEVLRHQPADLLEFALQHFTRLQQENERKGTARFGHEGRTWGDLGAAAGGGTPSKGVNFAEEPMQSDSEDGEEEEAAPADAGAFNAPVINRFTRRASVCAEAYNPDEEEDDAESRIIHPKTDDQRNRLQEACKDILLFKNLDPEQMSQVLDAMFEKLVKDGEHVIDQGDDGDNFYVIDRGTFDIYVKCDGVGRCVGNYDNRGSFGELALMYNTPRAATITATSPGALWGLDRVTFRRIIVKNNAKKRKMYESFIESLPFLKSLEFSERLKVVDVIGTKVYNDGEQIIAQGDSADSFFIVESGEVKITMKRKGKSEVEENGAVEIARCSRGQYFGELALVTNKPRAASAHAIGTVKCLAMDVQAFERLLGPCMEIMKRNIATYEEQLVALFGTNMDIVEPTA
Tat export inh: inhibitors of E. coli Tat protein transport. E. coli MC4100 TorA-mCherry Tat export, fluorescence. inhibition, % at 10 µM. hit rate 0.036% among 340,000;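 active means mean replicate inhibition at least 50% and at least half of replicates individually reaching 50%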;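 further: exported cargo escapes ClpAP degradation while cytoplasmic cargo is degraded and loses fluorescence; 0% = median of neutral control wells and 100% = median of NaSCN control wells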
AddAB inh: less growth of phage-infected E. coli with AddAB | E. coli expressing H. pylori AddAB, absorbance growth | inhibition, % at 11.9 µM | hit rate 0.29% among 330,000; in the data active means inhibition above about 12%;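 further: 0% = vehicle wells of infected cells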
E coli growth: counter-screen for AddAB inhibitors: E. coli growth inhibition | hit rate 0.27% among 330,000 | inhibition, % at 11.9 µM | E. coli V3065 growth, OD600 absorbance, 18 h;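 active means inhibition above the campaign's mean inhibition across all tested compounds plus 3 SD, cut at about 9.9% in these data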;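 further: uninfected addAB+ strain grown without phage in ampicillin broth; 0% = DMSO wells and 100% = ciprofloxacin 0.95 µg/ml wells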
PKA-R1A act: activators of PKA-R1A complex | PKA-R1A dissociation, Cy5-IP20 fluorescence polarization; scaled: DMSO 0%, 113 µM cGMP 100% | hit rate 0.083% among 340,000 | P00514+P68181 | activation, % at 11.4 µM | AID 504707;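 active means percent activation above the mean of all tested compounds plus 3 SD, cut at about 19% in these data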;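 further: higher means more PKAc released from R1A so a rise in polarization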
phage Ecoli inh: E. coli growth loss with phage present | growth absorbance | inhibition, % at 11.9 µM | hit rate 0.26% among 360,000; in the data active means inhibition above about 11%
DAGLB inhibitor: diacylglycerol lipase beta (human) inhibition | hit rate 0.059% among 340,000 | HEK293T DAGLB membrane lysate, EnzChek fluorogenic substrate | Q8NCG7 | inhibition, % at 5.17 µM; in the data active means inhibition above about 34%;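 further: 0% = enzyme with vehicle and 100% = wells lacking enzyme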
HTR5A ag: activates human HTR5A in OPRM1-OPRD1 agonist counter-screen | P47898 | HTR5A agonist assay, luminescence, cell-based | hit rate 0.61% among 340,000 | activation, % at 9.3 µM; in the data active means activation mostly above about 9.5%, no sharp cut-off; inactive means mostly below about 7.6%;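 further: 0% = cells with vehicle only and 100% = reference agonist; strong numbers were not always called active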
Target sequence (P47898 whole entry, looked up): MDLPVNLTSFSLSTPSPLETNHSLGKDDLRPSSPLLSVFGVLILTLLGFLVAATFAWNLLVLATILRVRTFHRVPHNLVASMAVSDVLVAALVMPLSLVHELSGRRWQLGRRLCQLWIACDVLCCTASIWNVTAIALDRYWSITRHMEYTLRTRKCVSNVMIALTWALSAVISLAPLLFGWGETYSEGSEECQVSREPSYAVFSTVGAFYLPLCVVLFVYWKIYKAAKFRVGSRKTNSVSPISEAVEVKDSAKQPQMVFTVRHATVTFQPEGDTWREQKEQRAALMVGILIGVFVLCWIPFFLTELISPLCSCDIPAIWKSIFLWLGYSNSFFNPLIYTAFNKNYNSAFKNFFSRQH
SUMO Mot1 rescue: blocks SUMOylation pathway, rescuing yeast Mot1-301 growth. S. cerevisiae Mot1-301 growth rescue, ATP luminescence, 38.5C; percent above DMSO median, 100 means doubled. growth rescue, % at 18.8 µM. hit rate 1% among 320,000. AID 2716;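 active means every valid replicate shows activation above 250% relative to neutral control wells; inactive means the rest, any valid replicate at or below 250%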;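 further: OY570 slx delta 5 strain wells were the positive control but not used for scaling; some compounds called inactive have numbers as strong as hits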
HTR5A inv ag: counter-screen for OPRM1-OPRD1 inverse agonists: human HTR5A inverse agonism. inhibition, % at 9.3 µM. HTR5A cell line, luminescence. hit rate 0.083% among 340,000. P47898; in the data active means inhibition mostly above about 23%, no sharp cut-off; inactive means mostly below about 18%;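 further: 0% = cells with DMSO and 100% = no-cell wells with DMSO; some compounds called inactive have numbers as strong as hits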
CDK5 inh: inhibitors of human CDK5/p35 kinase; Q00535+Q15078; Recombinant CDK5/p35, ADP-Glo luminescence, 60 min; inhibition, % at 10 µM; hit rate 0.01% among 330,000; AID 488839;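 active means highest replicate inhibition of at least 50% and at least 75% of replicates reaching 50%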;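 further: plate controls were DMSO neutral control for no effect and GW8510 at 10 µM for full effect; many of its hits are not listed in these tables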
Active calls of the source: *; x = no result given; + = active, no number.

SMILES	PKA-R2B activ	Tat export inh	AddAB inh	E coli growth	PKA-R1A act	phage Ecoli inh	DAGLB inhibitor	HTR5A ag	SUMO Mot1 rescue	HTR5A inv ag	CDK5 inh
C/C(=N\OC(=O)c1ccc(F)cc1)c1ccc(F)c(F)c1	-5.0	-6.3	0.7	-2.8	-4.6	3.8	-16.1	-3.7	22.2	-6.0	-2.9
Cc1nc(SCc2nc3ccc(Cl)cc3[nH]2)c2oc3ccccc3c2n1	-2.2	-4.1	-0.7	-1.8	2.0	2.9	-5.6	4.6	-10.2	-2.6	1.3
Cc1ccccc1CSc1nnnn1-c1ccc(C(N)=O)cc1	5.4	5.5	-0.7	0.5	3.5	0.8	-4.5	-1.7	212.1	6.3	-1.1
CCOc1ccc(C(CC(=O)O)n2cnnn2)cc1OC (stereo not drawn)	-10.5	8.1	-1.3	-2.3	-17.4	3.6	-3.7	3.8	4.5	16.6	0.9
O=C(NC(=S)Nc1ccccn1)c1ccc(-c2ccccc2)cc1	-3.3	-5.2	0.3	0.3	2.0	1.8	-9.1	-0.9	-3.3	-9.3	-0.7
COCCOC(=O)c1c(C)n(C)c2ccc(OC(=O)c3ccco3)cc12	0.8	2.7	1.5	1.9	2.5	3.4	-0.4	-0.7	-4.8	-8.1	-2.3
Cc1cc(N2C(=O)C(O)=C(C(=O)c3cc4ccccc4o3)C2c2cccc(Br)c2)no1 (stereo not drawn)	-0.8	10.9	2.7	-0.8	-14.1	3.2	8.8	-2.4	-9.4	8.9	-8.6
O=C1NC(=O)N(Cc2ccccc2)C1=O	0.7	3.8	-0.1	1.1	4.6	-1.6	-2.4	5.0	+	-19.8	0.6
COc1ccc(NC(=S)NNC(=S)Nc2cccc(C(F)(F)F)c2)cc1	-1.9	-2.8	0.7	2.9	-10.9	6.3	5.0	-0.8	-50.7	6.9	1.4
COc1cc(/C=C2\SC(=O)N(CC(=O)Nc3ccc(C)cc3)C2=O)cc(Cl)c1OCC(=O)O	-1.6	-6.8	0.0	1.5	-1.1	3.2	2.4	-0.2	1.7	0.6	0.9
CCOc1ccc(CN2CCN(Cc3ccsc3)C(CCO)C2)cc1CO (stereo not drawn)	-0.5	3.5	3.2	2.9	-1.8	4.8	1.8	-0.9	10.9	-9.7	0.2
COc1ccccc1C1(CCN=Cc2ccc(N(C)C)cc2)CCOC(C)(C)C1 (stereo not drawn)	-1.6	4.1	1.5	1.2	-5.1	0.6	2.1	3.2	-7.6	5.5	-1.4
CCOC(=O)c1sc2cc([N+](=O)[O-])cc(SCC(=O)OC)c2c1N	3.9	5.3	1.8	-1.1	3.9	1.5	15.2	4.0	-3.4	10.6	0.1
O=C(NCCCN1CCOCC1)C(=O)NCc1ccccc1Cl	0.5	-6.8	4.3	1.6	-17.7	1.3	-3.3	4.3	-6.7	-11.9	0.7
NCCc1ccn[nH]1	0.1	9.2	-3.3	2.5	13.5	-1.0	0.0	2.8	-0.3	-25.2	-0.2
O=C(COC(=O)Cn1[nH]c(=O)c2ccccc2c1=O)Nc1ncc(Cl)cc1Cl	-8.8	6.1	x	x	-5.1	4.3	0.9	4.1	x	-10.0	1.0
O=C(NCCCn1ccnc1)C(=O)NCC(c1cccnc1)N1CCN(c2ccccc2)CC1 (stereo not drawn)	-3.6	-2.9	96.9*	97.5*	-22.0	0.8	1.0	0.1	2.3	-18.4	6.2
O=C(CN(Cc1ccccc1)S(=O)(=O)c1ccc(S(=O)(=O)N2CCOCC2)cc1)Nc1ccccc1	-1.5	-1.4	2.6	-2.6	-6.0	2.5	2.4	1.7	-1.9	-6.9	-0.7
CCN(CC)C(=O)COc1cc(C)cc2oc(=O)cc(-c3ccccc3)c12	-7.1	-1.0	1.1	3.2	-2.3	3.9	-0.5	-6.2	-13.9	15.0	-1.3
Nc1nonc1-c1nc2ccccc2n1CC(=O)N/N=C/c1ccc(-c2ccccc2C(=O)O)o1	-20.4	-3.5	4.1	1.0	-2.5	2.4	2.5	x	7.8	x	-0.7
Cc1cc(C)cc(NC(=O)CSc2nc(N)c(NC(=O)c3cccs3)c(=O)[nH]2)c1	5.6	-5.6	-0.9	-2.3	-11.1	3.1	2.1	-2.8	13.5	8.4	-0.5
COc1cccc(NC(=O)COC(=O)/C=C/c2c(C)nn(-c3ccccc3)c2C)c1	-13.6	1.3	1.2	4.2	2.9	2.7	-12.9	3.0	-5.8	-7.5	-1.7
Cc1cc(C)c(C(=O)NNC(=O)c2cccnc2)c(C)c1	7.4	-3.3	0.5	2.3	-8.9	0.7	-0.1	-3.2	11.1	7.8	-0.2
O=C(NCCc1ccccc1)NC1CCCCC1	-2.4	-4.4	1.7	-0.3	-2.1	1.8	1.1	3.2	-4.5	-30.7	-1.0
CCCn1cc(S(=O)(=O)c2ccc(OC)cc2)c(=O)c2cc(OCC)ccc21	8.3	-8.9	0.3	1.0	11.6	1.3	-2.2	-1.7	42.5	-16.8	0.4
Cc1ccc(F)cc1NC(=O)CSc1ncccn1	2.0	6.6	-2.7	-0.9	-17.1	2.6	2.5	-3.7	105.0	9.2	-1.2
C#C[C@]1(O)CC[C@H]2[C@@H]3CCC4=CC(=O)CC[C@@H]4[C@H]3CC[C@@]21C	-5.4	0.5	-0.9	-0.4	15.0	1.9	1.9	5.3	-13.0	10.2	-5.1
Cc1ccc(-n2c(SCC(=O)NCC3CCCO3)nnc2-c2ccoc2C)cc1 (stereo not drawn)	-10.5	6.5	4.0	-0.1	-5.0	-1.0	-0.8	3.5	-1.6	26.5	-1.7
O=C(c1ccccc1Cl)N1CCNCC1	-1.3	-5.4	0.5	-4.7	-8.6	2.5	-0.5	-2.4	-3.2	-4.4	0.7
CCCCN(C(=O)c1nn(C)c(=O)c2ccccc12)c1c(N)n(CC(C)C)c(=O)[nH]c1=O	4.2	-7.5	0.9	-0.5	-1.6	0.8	1.3	-2.5	-3.8	6.0	-3.4
OC1NC(=S)N(c2ccccc2)C1O (stereo not drawn)	-3.3	-1.1	-0.9	-1.7	-3.7	0.7	-0.4	1.8	43.1	-17.3	0.0
Cc1cc(C)n2nc(SCCCC(=O)c3ccc(F)cc3)nc2n1	-2.9	-2.3	1.1	0.3	-9.3	3.2	0.9	-1.1	-0.5	3.1	1.1
O=C(CCn1cccc1)Nc1nccs1	4.0	2.1	1.9	2.2	-12.3	-0.7	-4.2	14.5	-18.1	-36.7	2.1
COC(=O)CSc1cccc2c1C(=O)CC2c1ccccc1 (stereo not drawn)	7.4	0.3	-1.7	-0.5	6.2	1.3	-4.3	-0.8	-9.1	3.0	-1.8
CN1CCN(c2ccc(NC(=S)NC(=O)c3cccc4ccccc34)cc2)CC1	-10.5	5.1	2.0	0.8	-0.2	4.0	1.2	1.6	-2.9	-1.2	-1.5
COCC(=O)Nc1ccc(S(=O)(=O)NCCc2ccccc2)cc1	-7.9	-4.8	-0.7	0.7	-0.1	3.4	-2.6	0.0	-17.8	-16.9	-0.3
CCOC(=O)c1c(C)[nH]c(C)c1C(=O)COC(=O)c1nc2nccc(C)n2n1	-6.8	-1.6	-1.4	-2.2	-2.7	-0.9	-1.2	0.0	-3.8	0.1	0.7
Cc1ccc(S(=O)(=O)N(C)CC(=O)Nc2cc(C)ccn2)cc1	-6.2	-5.2	5.2	0.6	-5.3	4.6	-2.9	2.6	-7.5	-7.0	0.3
CNC(=O)c1c[nH]n2c(=O)c(Cc3ccccc3F)c(C)nc12	-0.4	1.5	-1.2	-1.1	5.8	4.7	2.1	5.5	-3.4	-15.5	0.1
O=C(CN1CCN(S(=O)(=O)c2ccc(F)cc2)CC1)Nc1ccc(Cl)c(C(F)(F)F)c1	-4.2	28.6	4.4	0.8	-24.3	0.4	-4.2	1.2	-6.7	-29.6	-1.0
COc1ccccc1S(=O)(=O)Nc1ccc2cn[nH]c2c1	-10.0	-2.2	-2.9	2.1	-5.7	6.2	-0.8	0.5	5.2	8.9	1.6
Cn1c(=O)c2c(nc(SCC(=O)NCc3ccc4c(c3)OCO4)n2Cc2ccccc2)n(C)c1=O	1.2	-5.1	6.4	-1.3	7.5	5.2	0.2	6.1	-20.6	-3.6	-0.4
COc1ccc(C(=O)CSc2nnc(C3CCCCC3)n2N)c(OC)c1	-2.9	-20.6	2.0	-1.1	-2.0	2.1	1.6	-0.5	-16.9	1.0	-0.3
Cc1ccc(-c2nc(SCC(=O)NCC3CCCO3)c(-c3ccc(Cl)cc3)[nH]2)cc1 (stereo not drawn)	0.5	1.0	-1.3	1.1	-8.3	2.0	-0.3	-0.7	23.6	13.7	-2.4
COc1ccc(CNC(=O)[C@H](C)NC(=O)C2CCN(S(=O)(=O)c3ccccc3)CC2)cc1	-4.0	3.6	3.6	-2.2	11.1	-1.4	1.1	0.2	-5.3	-3.5	1.0
O=C(N/N=C/c1c(Nc2cccc(C(F)(F)F)c2)nc2ccccn2c1=O)c1ccccc1[N+](=O)[O-]	-16.2	1.3	1.5	-1.7	-3.6	3.4	1.0	-1.7	-5.2	23.6	-0.3
CCC(=O)N1c2ccc(S(=O)(=O)N3CCN(c4cc(C)ccc4C)CC3)cc2CC1C (stereo not drawn)	6.3	4.7	1.9	-1.1	2.7	0.3	-4.5	-1.0	155.2	4.0	2.1
CSCCC(NC(=O)c1ccccc1Cl)C(=O)NCCOc1ccccc1 (stereo not drawn)	-8.6	-1.0	-0.5	1.0	-2.7	-0.1	-0.2	0.3	-13.1	-0.7	-0.7
S=C(NCc1ccc(Cl)cc1Cl)Nc1ccccc1	-1.3	6.6	7.3	2.4	0.0	5.0	-4.5	-2.4	245.6	6.3	-1.1
CN(c1ccccc1)S(=O)(=O)c1cccc(NC(=O)c2cc(=O)c3ccccc3o2)c1	3.2	-1.9	1.9	-0.6	-13.5	5.3	-1.8	2.2	-2.5	-5.9	-0.5
The results go on.
SMILES	PKA-R2B activ	Tat export inh	AddAB inh	E coli growth	PKA-R1A act	phage Ecoli inh	DAGLB inhibitor	HTR5A ag	SUMO Mot1 rescue	HTR5A inv ag	CDK5 inh
CCOC(=O)CCC(=O)O[C@H]1[C@H](O[C@@H]2[C@@H](C)[C@H](O[C@H]3C[C@@](C)(OC)[C@@H](O)[C@H](C)O3)[C@@H](C)C(=O)O[C@H](CC)[C@@](C)(O)[C@H](O)[C@@H](C)C(=O)[C@H](C)C[C@@]2(C)O)O[C@H](C)C[C@@H]1N(C)C	3.4	18.6	24.9*	22.1*	-7.7	26.3*	-0.3	4.8	7.3	-32.4	0.6
CCc1ccc(N(C(=O)Cc2cccs2)C(C(=O)NC2CCCCC2)c2cn(C)nc2C)cc1 (stereo not drawn)	5.1	-4.8	0.6	-1.5	8.4	0.0	-0.9	-5.7	-8.7	13.6	-2.0
COC(=O)[C@H](CCSC)NC(=O)N1CCN(Cc2ccccc2)CC1	-5.8	-1.5	1.4	-2.0	-5.8	0.9	-0.1	-3.8	214.2	-14.1	-1.2
CNC(=O)C(=O)Nc1ccc2c(c1)N(S(=O)(=O)c1cccs1)CCC2	-7.2	-1.9	-1.5	1.7	6.6	0.4	-1.6	-1.3	-13.5	-19.5	-1.5
